Screening data from PubChem BioAssay.
GPT2 inhibitor: GPT2 alanine aminotransferase inhibition; Q8TD30; Recombinant GPT2, coupled pyruvate oxidase/HRP Amplex Red fluorescence; Potency, µM (top dose mostly 57.7 µM), for inactives: at the top dose activity change, negative = inhibition, most hits filed as inhibitors; actives 0.25% (n = 100,000); AID 1671188; further: potency means the concentration at half of the fitted maximal effect; nearly all actives have a fitted effect of over 60% in size; many of its hits are not listed in these tables
Target sequence (Q8TD30 whole entry, looked up): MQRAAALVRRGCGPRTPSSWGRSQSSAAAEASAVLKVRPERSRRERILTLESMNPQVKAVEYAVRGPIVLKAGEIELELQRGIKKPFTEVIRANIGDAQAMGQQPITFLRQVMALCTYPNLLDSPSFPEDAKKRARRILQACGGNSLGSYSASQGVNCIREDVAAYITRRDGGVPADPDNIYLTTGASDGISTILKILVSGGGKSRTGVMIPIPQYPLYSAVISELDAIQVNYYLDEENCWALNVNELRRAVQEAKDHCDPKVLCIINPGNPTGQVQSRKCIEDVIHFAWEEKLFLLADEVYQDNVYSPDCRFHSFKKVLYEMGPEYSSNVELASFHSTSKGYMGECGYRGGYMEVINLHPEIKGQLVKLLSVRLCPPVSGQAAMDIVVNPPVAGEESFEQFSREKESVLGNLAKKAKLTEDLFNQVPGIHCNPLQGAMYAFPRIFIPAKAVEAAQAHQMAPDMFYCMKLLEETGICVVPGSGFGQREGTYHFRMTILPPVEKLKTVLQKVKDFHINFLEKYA
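Inhibition is scored from Amplex Red fluorescence generated when pyruvate oxidase and HRP act on pyruvate released by GPT2. Reactions contain 10ng/uL enzyme, 250uM a-KG and 2mM L-alanine and run 30 min at room temperature.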
SNCA expr inhib: SNCA gene expression inhibition | HEK-293 SNCA-luciferase knock-in, luminescence, 24 h | Potency, µM (series often up to 57.2 µM), for inactives: at the top dose activity change, negative = inhibition, usual class: inhibitors | actives 0.17% (n = 140,000) | AID 1671194;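 further: potency means the concentration at half of the fitted maximal effect; plate controls were DMSO cells for no effect and cell-free wells for full effect; nearly all actives have a fitted effect of over 45% in size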
IP6K1 inh: inhibitors of human IP6K1; actives 0.81% (n = 140,000); Q92551; activity change, % (series mostly up to about 58 µM); AID 1645851; IP6K1 kinase, ADP-Glo luminescence, 2 h; hits give low values; in the data active means activity change below about -25%
Target sequence (Q92551 whole entry, looked up): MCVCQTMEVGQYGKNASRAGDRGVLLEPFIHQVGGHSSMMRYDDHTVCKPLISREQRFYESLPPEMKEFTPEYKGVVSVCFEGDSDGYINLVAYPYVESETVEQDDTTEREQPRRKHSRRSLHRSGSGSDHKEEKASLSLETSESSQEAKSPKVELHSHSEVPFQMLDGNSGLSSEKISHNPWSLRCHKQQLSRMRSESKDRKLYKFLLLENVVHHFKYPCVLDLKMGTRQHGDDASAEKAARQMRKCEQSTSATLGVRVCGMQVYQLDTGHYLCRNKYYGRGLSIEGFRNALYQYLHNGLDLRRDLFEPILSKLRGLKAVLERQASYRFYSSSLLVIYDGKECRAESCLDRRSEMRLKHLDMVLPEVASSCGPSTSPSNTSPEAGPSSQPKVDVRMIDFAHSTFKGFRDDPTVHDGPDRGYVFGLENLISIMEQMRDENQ
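ADP-Glo luminescence measures ADP made by human IP6K1 during a 2 h RT reaction with ATP/IP6 (mix at 1.3 mM/130 uM); top library doses 57.5 and 19.1 uM final.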
3T3 cytotox: kills NIH 3T3 cells. NIH 3T3 viability, CellTiter-Glo ATP luminescence, 48-72 h. Potency, µM (doses to about 96.7 µM), for inactives: at the highest dose activity change, negative = cytotoxicity, most hits filed as inhibitors. actives 4.3% (n = 94,000); further: potency means the concentration at half of the fitted maximal effect; nearly all actives have a fitted effect of over 55% in size
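ATP-dependent luminescence (CellTiter-Glo) served as the viability signal for NIH 3T3 cells treated with compound for 48 or 72 hr at 37 °C.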
HEK293 tox: cytotoxic compounds in HEK 293 cells | actives 6.6% (n = 94,000) | HEK 293 viability, ATP luminescence (CellTiter-Glo), 48-72 h | Potency, µM (highest dose often 115 µM), without a hit: at the highest dose activity change, negative = cytotoxicity, usual class: inhibitors; further: potency means the concentration at half of the fitted maximal effect; nearly all actives have a fitted effect of over 60% in size
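Pintool-delivered compounds were incubated with HEK 293 cells (250 cells/well) at 37 degree Celsius for 48 or 72 hr. ATP-dependent luminescence (CellTiter-Glo) then reported remaining viable cells.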
SNCA viab count: cell viability loss counter-screen | actives 0.12% (n = 150,000) | AID 1671193 | Potency, µM (top dose mostly 57.1 µM), for inactives: top-dose activity change, negative = cytotoxicity, hits mostly cytotoxic | HEK-293-SNCA-luc viability, GF-AFC fluorescence, 24 h;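 further: potency means the concentration at half of the fitted maximal effect; 0% = DMSO-treated cells and -100% = medium-only wells without cells; nearly all actives have a fitted effect of over 30% in size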
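Cytotoxicity counterscreen: after 24 h compound treatment of genome-edited SNCA-luciferase HEK-293 cells, live-cell protease substrate GF-AFC read by fluorescence after 30 min; activity scaled between DMSO (0%) and medium-only (-100%), curves Hill-fitted.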
FLuc inh: inhibitors of firefly (Photinus pyralis) luciferase | Potency, µM (titrated, usually from 115 µM), inactives show at the highest dose activity change, negative = inhibition, hits mostly inhibitors | P08659 | purified P. pyralis luciferase, luminescence, biochemical | actives 2.5% (n = 76,000); further: potency means the concentration at half of the fitted maximal effect; nearly all actives have a fitted effect of over 65% in size
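Biochemical qHTS: compound (6-point titration) added to 10uM D-luciferin plus 10uM ATP in Tris acetate pH 7.5 buffer with Mg, Tween-20 and BSA, then purified enzyme at 10nM; light output imaged.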
* marks the source's active call; other numbers are inactive results; i = inactive; ? = inconclusive; / = not tested or not shown; [ ] = remark or other dose. Unless noted, the call rests on the fitted dose curve; in most records, active means well fitted curve in the direction sought with a large enough effect; inconclusive means small, poorly fitted or top-dose-only effect, or another doubt; inactive means no such curve, though single readings can be large; an effect the other way counts as inactive or inconclusive. Unless noted, on the % scale 0 is the no-effect control and ±100 the full control effect.

Below each SMILES: GPT2 inhibitor	SNCA expr inhib	IP6K1 inh	3T3 cytotox	HEK293 tox	SNCA viab count	FLuc inh
1) O=S(=O)(NCC(c1ccco1)N1CCOCC1)c1ccc(Br)cc1 (centres undefined)
  /	-3%	-1	/	/	5%	/
2) O=C1NCCN2CC3(CCN(C(=O)c4cnccn4)CC3)CC12 (centres undefined)
  i	14%	-10	-6%	-23%	5%	5%
3) Cc1ccc(C)c(NC(=O)Cn2c(=O)n(Cc3ccc4c(c3)OCO4)c(=O)c3ccc(C(=O)NC4CCCCC4)cc32)c1
  /	38%[activator]	13	/	/	-7%	/
4) N#Cc1ccc(C(=O)N2CCN(C(=O)c3nnn4c3COC(c3ccc(Cl)cc3)C4)CC2)cc1 (centres undefined)
  3%	-9%	0	-7%	-21%	8%	5%
5) O=C(c1cccc(F)c1)N1CCN(c2nnc3ccc(Cl)cn23)CC1
  i	3%	18	-18%	-4%	-1%	-13%
6) CC(C)(C)CC(=O)N1CCC(N2C(=O)CCC2C(=O)NCc2ccccc2)CC1 (centres undefined)
  i	18%	7	-6%	?	-11%	4%
7) C=C1C[C@]23C[C@H]1CC[C@H]2[C@@]12C=C[C@H](O)[C@@](C)(C(=O)O1)[C@H]2[C@@H]3C(=O)O
  ?	/	-15	/	/	-18%	/
8) COc1ccc(OC)c(NC(=O)c2nc(S(=O)(=O)Cc3ccc(F)cc3)ncc2Cl)c1
  /	?	-10	/	/	?	/
9) CC(C)C(=O)NC(C)C(=O)N1CCN(c2ccccn2)CC1 (centres undefined)
  i	-25%	30	i	9%	3%	-7%
10) c1nc(-c2cc(NC3CCNCC3)nc3[nH]ccc23)c2sccc2n1
  i	-20%	-2	?	?	-19%	-22%
11) CC(C)CNC(=O)C1CC(=O)N(c2n[nH]c3cc(Br)ccc23)C1 (centres undefined)
  i	10%	-6	-18%	-23%	0%	6%
12) Cc1ccccc1-c1cnc2[nH]cc(CC(=O)NCc3ccccc3)c2c1
  -4%[88.5 µM]	?	-16	-21%[138 µM]	?	-5%[87.6 µM]	2%[172 µM]
13) CC(=O)Nc1ccc(C(=O)N2CCN(c3ccc(Cl)nn3)C(=O)C2)cc1
  i	-27%	0	4%	i	13%	/
14) Cc1cc(C)n(CCc2nc3c4ccccc4nc(SCc4ccc(Cl)cc4)n3n2)n1
  /	4%	0	/	/	0%	/
15) COc1ccc(NC(=O)c2cnc(Nc3ccc(C)c(Cl)c3)c3ccccc23)cc1OC
  /	0%	9	/	/	7%	/
16) Cc1noc(Cn2c(=O)c3ccccc3n(CC(=O)Nc3ccc(C(C)C)cc3)c2=O)n1
  /	10%	23	/	/	-15%	/
17) CCc1ocnc1C(=O)N1CCCC(CNC(=O)c2n[nH]c3ccccc23)C1 (centres undefined)
  i	-7%	-13	-22%	-2%	4%	-15%
18) COc1ccc(/C=C/C(=O)Nc2nc(-c3cccs3)ns2)cc1
  /	1%	-1	/	/	5%	/
19) COc1ccc(NC(=O)c2ccc3c(c2)OCCN(CCC(C)C)C3)cn1
  1%[88.5 µM]	-17%[87.6 µM]	11	?	?	-11%[87.6 µM]	-23%[172 µM]
20) CCCCC(=O)N1CCc2c(nc3cc(-c4ccccc4Cl)[nH]n3c2=O)C1
  5%	20%	25	16µM*	?	0%	-26%

Rewritten in transposed form: 15 of the compounds above
[3] Cc1ccc(C)c(NC(=O)Cn2c(=O)n(Cc3ccc4c(c3)OCO4)c(=O)c3ccc(C(=O)NC4CCCCC4)cc32)c1
[4] N#Cc1ccc(C(=O)N2CCN(C(=O)c3nnn4c3COC(c3ccc(Cl)cc3)C4)CC2)cc1 (centres undefined)
[5] O=C(c1cccc(F)c1)N1CCN(c2nnc3ccc(Cl)cn23)CC1
[6] CC(C)(C)CC(=O)N1CCC(N2C(=O)CCC2C(=O)NCc2ccccc2)CC1 (centres undefined)
[7] C=C1C[C@]23C[C@H]1CC[C@H]2[C@@]12C=C[C@H](O)[C@@](C)(C(=O)O1)[C@H]2[C@@H]3C(=O)O
[8] COc1ccc(OC)c(NC(=O)c2nc(S(=O)(=O)Cc3ccc(F)cc3)ncc2Cl)c1
[9] CC(C)C(=O)NC(C)C(=O)N1CCN(c2ccccn2)CC1 (centres undefined)
[10] c1nc(-c2cc(NC3CCNCC3)nc3[nH]ccc23)c2sccc2n1
[11] CC(C)CNC(=O)C1CC(=O)N(c2n[nH]c3cc(Br)ccc23)C1 (centres undefined)
[12] Cc1ccccc1-c1cnc2[nH]cc(CC(=O)NCc3ccccc3)c2c1

| entry no. | 3 | 4 | 5 | 6 | 7 | 8 | 9 | 10 | 11 | 12 |
| --- | --- | --- | --- | --- | --- | --- | --- | --- | --- | --- |
| GPT2 inhibitor | / | 3% | i | i | ? | / | i | i | i | -4%[88.5 µM] |
| SNCA expr inhib | 38%[activator] | -9% | 3% | 18% | / | ? | -25% | -20% | 10% | ? |
| IP6K1 inh | 13 | 0 | 18 | 7 | -15 | -10 | 30 | -2 | -6 | -16 |
| 3T3 cytotox | / | -7% | -18% | -6% | / | / | i | ? | -18% | -21%[138 µM] |
| HEK293 tox | / | -21% | -4% | ? | / | / | 9% | ? | -23% | ? |
| SNCA viab count | -7% | 8% | -1% | -11% | -18% | ? | 3% | -19% | 0% | -5%[87.6 µM] |
| FLuc inh | / | 5% | -13% | 4% | / | / | -7% | -22% | 6% | 2%[172 µM] |

[13] CC(=O)Nc1ccc(C(=O)N2CCN(c3ccc(Cl)nn3)C(=O)C2)cc1
[14] Cc1cc(C)n(CCc2nc3c4ccccc4nc(SCc4ccc(Cl)cc4)n3n2)n1
[15] COc1ccc(NC(=O)c2cnc(Nc3ccc(C)c(Cl)c3)c3ccccc23)cc1OC
[16] Cc1noc(Cn2c(=O)c3ccccc3n(CC(=O)Nc3ccc(C(C)C)cc3)c2=O)n1
[17] CCc1ocnc1C(=O)N1CCCC(CNC(=O)c2n[nH]c3ccccc23)C1 (centres undefined)

| entry no. | 13 | 14 | 15 | 16 | 17 |
| --- | --- | --- | --- | --- | --- |
| GPT2 inhibitor | i | / | / | / | i |
| SNCA expr inhib | -27% | 4% | 0% | 10% | -7% |
| IP6K1 inh | 0 | 0 | 9 | 23 | -13 |
| 3T3 cytotox | 4% | / | / | / | -22% |
| HEK293 tox | i | / | / | / | -2% |
| SNCA viab count | 13% | 0% | 7% | -15% | 4% |
| FLuc inh | / | / | / | / | -15% |

Next part:
Below each SMILES: GPT2 inhibitor	SNCA expr inhib	IP6K1 inh	3T3 cytotox	HEK293 tox	SNCA viab count	FLuc inh
21) CC(C)c1nc(CNC(=O)c2ccc(N3CCCC(C(N)=O)C3)nc2)no1 (centres undefined)
  ?	-2%	8	4%	-14%	6%	2%
22) Cc1ccc(NC(=O)c2cc(S(=O)(=O)N3CCc4ccccc43)ccc2F)cc1Cl
  /	45%[activator]	15	/	/	6%	/
23) c1cc(-c2ccnc(NCC3(N4CCOCC4)CCCCC3)n2)ccn1
  -7%	5%	-4	-27%	-20%	4%	-7%
24) COCC1N(Cc2ccc(Oc3ccccc3)cc2)C2CCC1(O)CC2 (centres undefined)
  /	/	27	?	?	/	/
25) C=CCCC(=O)N1CCC2(CC1)[C@H](C(=O)OCC)[C@@H](OC)C(=O)N2C
  /	/	11	?	-4%	/	/
26) CC(C)NC(=O)c1cc(-c2ccc(F)cc2)nc2c1cnn2C
  /	/	-4	?	79µM*	/	/
27) CC(C)(C)c1ccc(-c2nnc(-c3ccccc3NC(=O)c3ccc(F)cc3F)o2)cc1
  /	16%	8	/	/	8%	/
28) Cc1cccc(CN(C)C2CCCc3ccccc32)c1 (centres undefined)
  -2%[88.5 µM]	17%[87.6 µM]	-7	-14%[138 µM]	i	6%[87.6 µM]	2%[172 µM]
29) COCCNC(=O)c1coc(COc2ccc3c(c2)C(c2cccc(F)c2)N(C(=O)C(C)C)CC3)n1 (centres undefined)
  i	16%	17	?	?	7%	-6%
30) CCOCC1(C)COc2ccc(C(=O)NCc3cc(OC)cc(OC)c3)cc2N1 (centres undefined)
  -22%[88.5 µM]	-12%[87.6 µM]	2	-9%[138 µM]	?	3%[87.6 µM]	10%[172 µM]
31) Cc1ccc(C2Cn3nnc(C(=O)N4CCC(C(=O)Nc5ccc(F)c(Cl)c5)CC4)c3CO2)cc1 (centres undefined)
  i	106%[activator]	-10	?	?	7%	?
32) CO[C@H]1C(=O)N(C2CCN(S(=O)(=O)Cc3ccccc3)CC2)[C@H]1c1ccncc1
  2%	-9%	13	0%	4%	-1%	-1%
33) COc1ccc(NC(=O)c2ccc3c(c2)C2(CCN(C)C2)CN3Cc2ccccc2)cc1 (centres undefined)
  i	-7%[87.6 µM]	8	50µM*	71µM*	4%[87.6 µM]	-22%[172 µM]
34) CN1CCC(Cn2ccc3c(N4CCOCC4)nc(-c4cccc5[nH]ccc45)cc32)CC1
  3%[88.5 µM]	-26%[87.6 µM]	-1	35µM*	63µM*	?	15%[172 µM]
35) COc1ccc(C(=O)N2CCOCC3(CN(Cc4cc(F)cc(F)c4)C3)C2)c(OC)n1
  -5%[88.5 µM]	?	29	-76%[138 µM]	-71%[172 µM]	-26%[87.6 µM]	-7%[172 µM]
36) CC(C)NC(=O)CN1C(=O)c2cccnc2Sc2ccccc21
  /	36%[activator]	15	/	/	-6%	/
37) C=Cc1ccc(Cn2c(C(=O)O)c(CNC3CCCCC3)c3ccc(C)cc32)cc1
  /	-11%	-17	/	/	5%	/
38) O=S(=O)(N[C@H]1[C@H](O)[C@H](O)C[C@@H]1c1cncnc1)c1ccc(C(F)(F)F)cc1
  i	-18%[87.6 µM]	0	-6%[174 µM]	-2%[172 µM]	2%[87.6 µM]	-5%[172 µM]
39) Cc1ccccc1C(=O)N1CCC(n2cc(-c3nc(-c4ccccc4)no3)nn2)CC1
  i	57%[activator]	12	-22%	?	4%	-9%
40) Cc1cccc(CC(=O)N2CCCCC2c2noc(COc3ccc(F)cc3)n2)c1 (centres undefined)
  i	-2%	1	?	?	-2%	0%
41) C[S+](=O)([O-])NC1CC2(CCN(C(=O)CCCN)CC2)c2ccccc21 (centres undefined)
  -7%	12%	1	5%	0%	-5%	/
42) O=C(COc1ccccc1Cl)Nc1ccc2nc(SCC(=O)N3CCOCC3)sc2c1
  /	-10%	25	/	/	-3%	/
43) CC(=O)Nc1ccc(-c2nnc3n2CCN(C(=O)c2ccc(F)cc2)C3)cc1
  /	/	1	-6%	3%	/	/
44) O=C(NC1CCN(c2cc(-c3ccccc3)[nH]n2)CC1)c1cc2ccccc2[nH]1
  i	90%[activator]	-2	-27%	?	-3%	?
45) CNC(=O)[C@@H]1CN(C(=O)c2cc3ccc(OC)cc3[nH]2)C[C@H]1C1CCN(C)CC1
  i	19%	17	5%	i	10%[12.5 µM]	4%
46) CC1CCN(c2ncc(C(=O)O)c(-c3ccncc3)n2)CC1
  i	1%	7	-17%	13%	-9%	-6%
47) COC(=O)c1ccccc1NC(=O)CN1C(=O)NC2(CCCCC2)C1=O
  i	9%	28	-32%	-25%	7%	-6%
48) CCOC(=O)c1ccc(NC(=O)c2ncn(-c3ccccc3)n2)cc1
  /	42%[activator]	23	/	/	-1%	/

Hits appear at their usual frequency, and some 7.7% of all compounds hit somewhere here.
